EBNA-1 inhibitor – blocks EBNA-1 binding to DNA; hit rate 0.34% among 300,000; EBNA-1 DNA binding, fluorescence polarization; AID 1950; inhibition, % at 14.8 µM; in the data active means inhibition above about 28%
AHR activator – activators of human aryl hydrocarbon receptor | AHR-responsive luciferase reporter cells, luminescence | activation, % at 5 µM | hit rate 2.5% among 320,000; in the data active means activation above about 47%;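 further: 0% = vehicle wells and 100% = reference agonist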
ZTA counter – counter-screen for EBNA-1 inhibitors: inhibitors of Epstein-Barr virus ZTA. hit rate 0.15% among 320,000. ZTA-DNA binding, fluorescence polarization. inhibition, % at 11 µM. AID 2234. P03206; in the data active means inhibition above about 33%
RPL19A-GFP yeast – alters RPL19A-GFP fluorescence in TOR pathway yeast screen | S. cerevisiae RPL19A-GFP strain, flow cytometry, 3 h; hits give low values | percent response vs DMSO, % at 10 µM | hit rate 0.3% among 330,000;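 active means percent response vs DMSO below 50%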;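 further: median channel GFP fluorescence of the barcoded RPL19A-GFP strain; ratio of sample median GFP to plate DMSO average so 100% = DMSO; lower means less RPL19A-GFP as with rapamycin TOR inhibition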
proCasp7 act – activates human procaspase-7, counter-screen for procaspase-3 activators; hit rate 0.093% among 330,000; recombinant procaspase-7, Ac-DEVD-pNA absorbance 405 nm; D23A/D198A/D206A triple mutant, cannot self-cleave; scale: DMSO 0, 5 µM enzyme 100; activation, % at 8.5 µM;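 active means percent activation above the screen-wide mean plus 3 SD, cut at about 25% in these data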
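Detection: p-Nitroaniline absorbance at 405 nm, read at 0 and 120 min; system: Uncleavable procaspase-7 mutant enzyme; evaluation: % activation from two-timepoint absorbance difference, scaled to controls; times: 1 h enzyme–compound preincubation and 2 h substrate reaction, both 25 °C; buffer or medium: Zinc-free HEPES pH 7.4 with 300 mM NaCl, 0.01% Triton X-100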
LAP4 TOR yeast – yeast TOR pathway LAP4-GFP modulation; GFP response vs DMSO, % at 10 µM; S. cerevisiae LAP4-GFP multiplex, flow cytometry GFP, 3 h; median GFP as percent of DMSO wells; hit rate 0.34% among 320,000;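 active means GFP response vs DMSO above a set limit, about the screen mean plus 3 SD, cut at about 150% in these data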
MEP2 TOR yeast – alters MEP2-GFP fluorescence in TOR pathway yeast screen; S. cerevisiae MEP2-GFP strain, flow cytometry GFP, 3 h; 100% = DMSO control level; GFP response vs DMSO, % at 10 µM; hit rate 0.51% among 330,000;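 active means GFP response versus DMSO above a set limit, roughly screen mean plus 3 SD, cut at about 180% in these data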;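 further: median GFP fluorescence of the barcode-gated MEP2-GFP cells per well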
proCasp3 act – procaspase-3 (human) activation; recombinant procaspase-3 D3A, Ac-DEVD-pNA absorbance 405 nm; hit rate 0.11% among 330,000; P42574; activation, % at 8.5 µM;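 active means activation above the mean of all tested compounds plus 3 SD, cut at about 21% in these data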;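 further: 0% = DMSO alone and 100% = DMSO wells spiked with extra 5 µM PC-3 D3A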
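Assay system: Procaspase-3 D3A mutant, all three cleavage aspartates alanine. Buffer or medium: Zinc-free HEPES saline buffer with Triton X-100. Times: 1 h compound preincubation, 2 h substrate hydrolysis at 25 °C. Measured by: 405 nm absorbance of p-nitroaniline, reads at 0 and 120 min. Read-out basis: percent activation relative to control range. Replicates: singlicate.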
* = called active by the depositor; / = not tested or not shown.

SMILES	EBNA-1 inhibitor	AHR activator	ZTA counter	RPL19A-GFP yeast	proCasp7 act	LAP4 TOR yeast	MEP2 TOR yeast	proCasp3 act
CC(=O)Nc1ccc(S(=O)(=O)NCCc2ccccn2)cc1	2	1	-2	96	5	100	95	-7
O=C(Nc1nnc(CCN2CCCCC2)s1)C1CCCCC1	-9	0	6	89	-5	89	91	4
COc1ccc(NC(=O)C2CCCN(S(=O)(=O)c3cccc4cccnc34)C2)cc1OC (stereo not given)	-5	4	10	104	0	108	107	0
COc1ccc(S(=O)(=O)N2CC(=O)Nc3ccccc32)cc1	5	-1	12	98	-1	102	102	-3
COc1ccc(CNC(=O)c2nc(S(=O)(=O)Cc3ccccc3)ncc2Cl)cc1	-19	2	-1	96	-6	95	93	-10
O=C(O)CN1C(=O)/C(=C\c2cccc(OCc3ccccc3F)c2)SC1=S	-4	2	6	102	-16	119	106	-11
O=C(c1ccc2c(c1)OCO2)N1CCC2(CC1)Oc1ccc(Cl)cc1C(=O)C21CC(c2cccnc2)=NO1 (stereo not given)	7	0	8	105	3	99	101	-2
COc1ccccc1-c1c(C)[nH]n2c(=O)c(Cc3ccccc3)c(C)nc12	-3	0	13	105	6	105	95	2
O=c1cc(O)nc(SCc2ccccc2)[nH]1	11	1	17	110	-6	114	105	-9
Cn1c(N)c(C(=O)COC(=O)COc2ccc(Br)cc2)c(=O)n(C)c1=O	/	0	-14	97	4	100	98	-5
C[C@@H](C(=O)NCCc1ccc(F)cc1)N1C(=O)N2CCc3c([nH]c4ccccc34)[C@@]2(C)C1=O	2	6	-2	91	-1	94	93	14
CC(C)(C)Cc1nnc(NC(=O)c2ccc([N+](=O)[O-])cc2)s1	3	8	21	107	7	101	103	4
CC(C)(C)NC(=O)NC(=O)COC(=O)C1CC(=O)N(Cc2ccccc2)C1 (stereo not given)	3	0	-16	102	2	98	99	3
O=C(CSc1cc(Cl)ccc1Cl)NCCCn1ccnc1	-9	10	-5	102	-2	90	106	13
CCCC(CCC)=NNC(=O)c1ccccc1F	-22	5	2	96	12	102	98	0
CC(=O)c1cc(-c2ccccc2)n(CC(=O)NC2CCCCC2)c1C	-8	0	17	100	0	101	96	10
O=S(=O)(c1cccc2cccnc12)N1CCOCC1	-2	8	9	99	-4	101	96	0
Oc1ccc(/C=N/Nc2ccc(Cl)nn2)c(O)c1O	2	15	-9	93	-34	93	84	-22
CCCCCCn1c(=O)c(-c2ccccc2)c(O)c2ccccc21	-5	1	-1	97	2	111	98	2
CC(=O)Cc1nsc(NC(=O)c2ccc(-c3ccc(Cl)cc3Cl)o2)n1	12	3	9	97	0	101	104	1
CC(Oc1cc2oc(=O)c3c(c2cc1Cl)CCCC3)C(=O)NCCN1CCOCC1 (stereo not given)	-17	4	-2	98	13	89	106	-6
COc1ccc(N2CCN(C(=O)CCc3nnc4ccc(N5CCC(C)CC5)nn34)CC2)cc1	8	-1	7	100	5	98	101	9
CCC(CC)c1nnc(NC(=O)C2=NNC(=O)CC2)s1	-2	2	-6	98	8	102	103	10
CC(=O)Nc1ccc2c(c1)OCO2	-5	1	1	101	2	96	105	-2
C=CCn1c(SCc2n[nH]c(=S)n2-c2ccccc2)nnc1-c1ccccc1	1	-2	-2	104	-1	120	105	3

As a short view, some entries already given:
SMILES	EBNA-1 inhibitor	AHR activator	ZTA counter	RPL19A-GFP yeast	proCasp7 act	LAP4 TOR yeast	MEP2 TOR yeast	proCasp3 act
CC(=O)Nc1ccc2c(c1)OCO2	-5	1	1	101	2	96	105	-2
C=CCn1c(SCc2n[nH]c(=S)n2-c2ccccc2)nnc1-c1ccccc1	1	-2	-2	104	-1	120	105	3

For convenience, part of the list above:
SMILES	EBNA-1 inhibitor	AHR activator	ZTA counter	RPL19A-GFP yeast	proCasp7 act	LAP4 TOR yeast	MEP2 TOR yeast	proCasp3 act
Cn1c(N)c(C(=O)COC(=O)COc2ccc(Br)cc2)c(=O)n(C)c1=O	/	0	-14	97	4	100	98	-5
C[C@@H](C(=O)NCCc1ccc(F)cc1)N1C(=O)N2CCc3c([nH]c4ccccc34)[C@@]2(C)C1=O	2	6	-2	91	-1	94	93	14
CC(C)(C)Cc1nnc(NC(=O)c2ccc([N+](=O)[O-])cc2)s1	3	8	21	107	7	101	103	4
CC(C)(C)NC(=O)NC(=O)COC(=O)C1CC(=O)N(Cc2ccccc2)C1 (stereo not given)	3	0	-16	102	2	98	99	3
O=C(CSc1cc(Cl)ccc1Cl)NCCCn1ccnc1	-9	10	-5	102	-2	90	106	13
CCCC(CCC)=NNC(=O)c1ccccc1F	-22	5	2	96	12	102	98	0
CC(=O)c1cc(-c2ccccc2)n(CC(=O)NC2CCCCC2)c1C	-8	0	17	100	0	101	96	10
O=S(=O)(c1cccc2cccnc12)N1CCOCC1	-2	8	9	99	-4	101	96	0
Oc1ccc(/C=N/Nc2ccc(Cl)nn2)c(O)c1O	2	15	-9	93	-34	93	84	-22
CCCCCCn1c(=O)c(-c2ccccc2)c(O)c2ccccc21	-5	1	-1	97	2	111	98	2
CC(=O)Cc1nsc(NC(=O)c2ccc(-c3ccc(Cl)cc3Cl)o2)n1	12	3	9	97	0	101	104	1
CC(Oc1cc2oc(=O)c3c(c2cc1Cl)CCCC3)C(=O)NCCN1CCOCC1 (stereo not given)	-17	4	-2	98	13	89	106	-6
COc1ccc(N2CCN(C(=O)CCc3nnc4ccc(N5CCC(C)CC5)nn34)CC2)cc1	8	-1	7	100	5	98	101	9
CCC(CC)c1nnc(NC(=O)C2=NNC(=O)CC2)s1	-2	2	-6	98	8	102	103	10
CC(=O)Nc1ccc2c(c1)OCO2	-5	1	1	101	2	96	105	-2
C=CCn1c(SCc2n[nH]c(=S)n2-c2ccccc2)nnc1-c1ccccc1	1	-2	-2	104	-1	120	105	3

Next part.
SMILES	EBNA-1 inhibitor	AHR activator	ZTA counter	RPL19A-GFP yeast	proCasp7 act	LAP4 TOR yeast	MEP2 TOR yeast	proCasp3 act
Cc1cc(C)cc(NC(=O)Cn2nnc(C(=O)NCc3ccc4c(c3)OCO4)c2N)c1	-4	3	-14	100	0	95	103	5
Cc1ccc([N+](=O)[O-])cc1S(=O)(=O)N1CCCN(C)CC1	-6	1	-13	99	11	94	93	2
Cc1ccc(S(=O)(=O)N2CCC(C(=O)C3C(=O)CCCC3=O)CC2)cc1	5	0	12	97	-1	92	94	3
CC(=O)c1ccc(NC(=O)C(=O)c2cn(CC(=O)N3CCCCC3)c3ccccc23)cc1	15	-1	7	102	5	92	79	3
O=C(NCc1ccccc1F)C1CCCN1C(=O)Nc1ccc(Cl)cc1 (stereo not given)	0	4	2	104	3	98	103	9
Cc1ccc(S(=O)(=O)Nc2nc3ccccc3nc2NCc2ccco2)cc1C	14	2	13	86	-6	90	90	-12
COC(=O)c1cc(NC(=O)c2ccc(F)cc2)cc(C(=O)OC)c1	2	0	-7	100	4	111	106	2
Cc1cccc(NC2=CC(=O)OC(C)C2)c1 (stereo not given)	3	2	-7	99	6	104	101	7
Cc1nnc(SCC(=O)Nc2ccc([N+](=O)[O-])cc2)n1CC1CCCO1 (stereo not given)	-12	-2	-19	106	6	103	108	7
Cc1cccc(C)c1NC(=O)C(c1ccccc1)N1CCOCC1 (stereo not given)	1	2	1	100	-6	103	106	11
Cc1c(C(=O)N(C)C(C)c2ccccn2)oc2c(F)cccc12 (stereo not given)	-13	54*	-7	100	-8	89	84	-4
CCOc1cc(-c2noc(CCC(=O)NC3CCCCC3)n2)ccc1OC	-1	1	11	104	-1	98	107	9
CCCCCN(C(=O)CCC(=O)OCc1cc(C)ccc1C)c1c(N)n(CCCC)c(=O)[nH]c1=O	-13	2	-3	95	4	93	97	11
COc1ccccc1C(=O)NC(=O)COC(=O)c1ncc(Cl)c(Cl)c1Cl	-7	0	-7	94	9	98	97	-4
O=C(CCN1CCN(C(c2ccccc2)c2ccccc2)CC1)N/N=C/c1ccc(O)cc1	-2	1	0	102	-1	93	105	8
CN1/C(=C/C(=O)c2nc(S(C)(=O)=O)ncc2Cl)C(C)(C)c2ccccc21	5	-6	2	91	3	92	101	-2
O=C(CN1C(=O)/C(=C/c2ccccc2)SC1=S)N1CCN(CCc2ccccn2)CC1	-10	2	10	99	-15	96	98	-7
Cc1cccc(C)c1NC(=O)CCS(=O)(=O)c1cccc2nsnc12	-18	11	-14	104	-3	101	102	-2
CCc1ccc(CNC(=O)CCn2ccc3cc(S(=O)(=O)N4CCCC4)ccc32)cc1	-4	3	8	103	-5	112	106	-5
O=C(O)c1ccc(N/N=C/c2cc3ccccc3nc2Cl)cc1	2	28	4	100	-6	111	101	-3
O=c1c2ccccc2nc2n1C(CSc1ccc(Cl)cc1)CN2 (stereo not given)	12	2	-4	97	3	101	92	-4
CCC(=O)Nc1ccc(NCc2cccs2)cc1	0	3	-2	104	-12	91	101	-7
CCOc1ccccc1C(=O)Nc1nncs1	0	15	-15	95	1	94	97	-6
Clc1cccc(Nc2nc(-c3cccnc3)cs2)c1	12	55*	-7	106	6	100	110	0
CCOC(=O)c1[nH]c(C)c(C(=O)N2CCc3ccccc32)c1C	0	5	-7	101	-6	104	105	3

(further entries)
SMILES	EBNA-1 inhibitor	AHR activator	ZTA counter	RPL19A-GFP yeast	proCasp7 act	LAP4 TOR yeast	MEP2 TOR yeast	proCasp3 act
c1ccc2[nH]c(C3CC3)nc2c1	-25	3	0	98	9	93	94	-3
CCN(CC)S(=O)(=O)c1ccc2nc(CCl)[nH]c2c1	4	2	0	100	-3	101	109	5
CCc1cc2c(=O)c(-c3nc4ccccc4[nH]3)coc2c(CN2CCCCC2C)c1O (stereo not given)	1	0	3	98	8	112	100	8
N#CC1=C(S)N(c2ccccc2)C(c2cccs2)NC1=O (stereo not given)	2	1	-4	91	-23	97	90	-12
CC(=O)n1nc(-c2ccccc2)nc1NCc1ccc(F)cc1	3	4	6	97	10	87	95	2
COc1ccc(C(=O)N/C(N)=N/c2nc3ccccc3o2)cc1	25	41	8	92	4	82	80	7
O=C(CS(=O)c1cccc(C(F)(F)F)c1)Nc1ccccc1Cl (stereo not given)	0	-1	-10	102	7	76	106	6
CCN(CC)CCC(c1ccc2c(c1)OCO2)c1c(OC)cc(OC)c2c(-c3ccccc3)cc(=O)oc12 (stereo not given)	-8	-2	-7	/	-6	/	/	0
CN(C)c1oc(-c2ccc(OCc3ccccc3)cc2)nc1C#N	2	-7	-2	101	2	100	102	1
O=C(N/N=C/C1CC2C=CC1C2)c1ccccc1O (stereo not given)	-7	4	-4	97	5	105	97	7
Cc1ccc(S(=O)(=O)N2[C@@H](c3ccc(F)cc3)C(C(=O)O)=CC[C@H]2c2cccs2)cc1	13	-2	-11	99	2	146	92	-2
COc1cccc(/C=N/NC(=S)Nc2cccnc2)c1	-3	58*	-14	98	4	96	95	7
CCc1nn(C(C)C(=O)NCCN2CCN(c3cccc(C)c3C)CC2)c(=O)c2cc3occc3n12 (stereo not given)	-11	0	1	101	-7	103	100	-7
CC(C(=O)N1CCCc2ccccc21)N1CCN(S(=O)(=O)c2ccccc2F)CC1 (stereo not given)	-4	0	-21	106	7	99	107	5

Compound activity as filed in PubChem BioAssay.
